Bioassay records: PubChem, The Scripps Research Institute Molecular Screening Center
GSTO1 inh: inhibitors of recombinant GSTO1, primary screen, counter-screen for RBBP9 inhibitor project, biochemical, fluorescence polarization. inhibition, % at 5.96 µM. activity-based probe fluorescence polarization. Glutathione S-transferase omega-1 (Homo sapiens), P78417. actives 1.1% (n = 300,000);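 active means inhibition above the campaign mean inhibition plus 3 SD, cut at about 35% in these data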;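 further: 0% = GSTO1-1 with DMSO and 100% = wells lacking GSTO1-1 enzyme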
PAFAH1B2 FP inh: PAFAH1B2 enzyme inhibitors, primary screen, biochemical, fluorescence polarization, human. Platelet-activating factor acetylhydrolase IB subunit alpha2 (Homo sapiens), P68402. actives 1.2% (n = 340,000). inhibition, % at 3.39 µM. recombinant PAFAH1B2, FP-rhodamine activity probe. AID 492953, 2010;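 active means inhibition above the mean of all tested compounds plus 3 SD, cut at about 24% in these data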;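 further: 0% = enzyme with DMSO and 100% = wells lacking PAFAH1B2; many of its hits are not listed in these tables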
Fam108B inh: mouse Fam108B serine hydrolase inhibitors, primary screen, counter-screen for RBBP9 inhibitor project, biochemical, fluorescence polarization | recombinant Fam108B, FP-Rh probe fluorescence polarization | actives 0.33% (n = 300,000) | inhibition, % at 9.51 µM;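 active means inhibition above the screen mean inhibition plus 3 SD, computed separately per campaign, cut at about 18% in these data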;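 further: inhibitors lower polarization as less probe binds the enzyme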
PAFAH1B3 inh: PAFAH1B3 enzyme inhibitors, primary screen, biochemical, fluorescence polarization, human; Platelet-activating factor acetylhydrolase IB subunit alpha1 (Homo sapiens), Q15102; recombinant PAFAH1B3, FP-rhodamine probe; inhibition, % at 3.39 µM; actives 0.28% (n = 340,000); AID 492972, 2010;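 active means inhibition above the screen-wide average of all tested compounds plus 3 SD, cut at about 25% in these data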;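 further: 0% = enzyme with DMSO only and 100% = wells lacking PAFAH1B3 protein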
LYPLA1 inh: LYPLA1 inhibitors, primary screen, counter-screen for PME1 inhibitor project, biochemical, fluorescence polarization, FP-Rh probe ABPP; recombinant LYPLA1; inhibition, % at 5.9 µM; actives 0.16% (n = 320,000); AID 2174, 2009;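 active means inhibition above the mean of all tested compounds plus 3 SD, set per campaign, cut at about 14% in these data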;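 further: inhibitors block serine hydrolase probe labeling of LYPLA1 so polarization falls; 0% = enzyme with DMSO and 100% = wells lacking LYPLA1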
PAFAH2 FP inh: PAFAH2 enzyme inhibitors, primary screen, biochemical, fluorescence polarization, human. recombinant PAFAH2, FP-rhodamine activity probe. inhibition, % at 3.39 µM. actives 0.99% (n = 340,000);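 active means inhibition above the mean over all tested compounds plus 3 SD, cut at about 30% in these data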;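 further: inhibitors block probe labeling of enzyme so polarization drops; 0% = enzyme with DMSO and 100% = wells lacking PAFAH2 protein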
pPAFAH inh: pPAFAH enzyme inhibitors, primary screen, biochemical, fluorescence polarization, human; Platelet-activating factor acetylhydrolase (Homo sapiens), Q13093; actives 1.5% (n = 330,000); recombinant pPAFAH, FP-rhodamine probe fluorescence polarization; inhibition, % at 3.39 µM; AID 463082, 2010;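 active means inhibition above the mean inhibition across the screen plus 3 SD, cut at about 25% in these data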;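 further: inhibitors block binding of the rhodamine activity-based probe so polarization drops; 0% = enzyme with DMSO and 100% = wells lacking pPAFAH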
PAD4 inh: human PAD4 inhibitors, primary screen, biochemical, fluorescence polarization, 1536-well format; Protein-arginine deiminase type-4 (Homo sapiens), Q9UM07; recombinant PAD4, RCA probe fluorescence polarization; inhibition, % at 6.36 µM; actives 0.41% (n = 330,000);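 active means percent inhibition above a cutoff equal to the mean of all tested compounds plus 3 SD, cut at about 15% in these data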;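 further: 0% = PAD4 with RCA probe and DMSO and 100% = probe without PAD4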
Target sequence (Q9UM07 whole entry, looked up): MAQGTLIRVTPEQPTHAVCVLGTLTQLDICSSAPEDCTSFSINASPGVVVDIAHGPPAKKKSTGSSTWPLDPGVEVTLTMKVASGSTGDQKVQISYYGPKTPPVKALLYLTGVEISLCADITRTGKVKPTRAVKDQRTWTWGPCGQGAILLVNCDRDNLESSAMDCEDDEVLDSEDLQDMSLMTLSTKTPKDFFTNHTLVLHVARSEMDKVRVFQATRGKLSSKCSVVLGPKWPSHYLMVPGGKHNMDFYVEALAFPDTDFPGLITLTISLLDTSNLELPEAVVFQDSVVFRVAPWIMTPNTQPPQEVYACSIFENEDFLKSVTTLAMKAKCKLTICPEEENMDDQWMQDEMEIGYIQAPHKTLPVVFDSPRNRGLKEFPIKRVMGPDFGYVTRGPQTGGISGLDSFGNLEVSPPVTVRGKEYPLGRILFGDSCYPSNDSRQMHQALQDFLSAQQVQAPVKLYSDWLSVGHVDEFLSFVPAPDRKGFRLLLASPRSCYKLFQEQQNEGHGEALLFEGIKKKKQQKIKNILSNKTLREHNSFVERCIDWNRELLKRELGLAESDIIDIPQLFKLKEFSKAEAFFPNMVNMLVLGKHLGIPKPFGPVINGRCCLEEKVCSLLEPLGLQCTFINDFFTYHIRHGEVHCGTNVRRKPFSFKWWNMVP
PME-1 primary: PME-1 inhibitors via competitive probe labeling, primary screen, biochemical, fluorescence polarization, FP-Rh probe, HTS. recombinant PME-1. inhibition, % at 5.9 µM. Protein phosphatase methylesterase 1 (Homo sapiens), Q9Y570. actives 0.53% (n = 320,000);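 active means inhibition above the campaign mean of all compounds plus 3 SD, cut at about 26% in these data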;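 further: competitive labeling of PME-1 active site by serine hydrolase directed probe; 0% = PME-1 with DMSO and 100% = wells lacking PME-1 enzyme; inhibitors block probe labeling so polarization falls and inhibition rises; many of its hits are not listed in these tables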
The depositor's hits bear a star; nt = no result given.

SMILES	GSTO1 inh	PAFAH1B2 FP inh	Fam108B inh	PAFAH1B3 inh	LYPLA1 inh	PAFAH2 FP inh	pPAFAH inh	PAD4 inh	PME-1 primary
Cc1ccc(S(=O)(=O)N2CCCN(C)CC2)cc1	2	2	-2	-2	-4	-4	1	-3	-3
CCn1cc(CNCc2c(C(=O)N3CCCCC3)nc3c(C)cccn23)cn1	3	4	0	11	1	1	-2	1	-1
Cc1ccn2c(=O)nc(SCC(=O)N3CCC(C)CC3)nc2c1	8	1	-2	2	0	6	26*	1	4
COc1ccc(Br)c(C(=O)Nc2cccc(Cl)c2Cl)c1	-4	2	-4	-1	-3	-5	3	-2	-1
COc1ccc(/C=N/NC(=O)c2ccco2)cc1Cn1nc(C)cc1C	2	-2	8	2	-3	0	6	-7	-4
CCCn1c(N)c(N(CCOC)C(=O)c2cccc(F)c2)c(=O)[nH]c1=O	-1	4	-5	3	0	-2	3	-1	4
CC1CCN(C(=O)c2[nH]cnc2C(=O)N2CCN(C(=O)OC(C)(C)C)CC2)CC1	nt	0	nt	4	0	-3	1	-3	-3
COC(=O)c1cc(C(=O)OCC(=O)N2c3ccccc3NC(=O)C2(C)C)cc([N+](=O)[O-])c1	-2	3	-2	8	0	5	3	1	-2
Cc1ccc(NCC(=O)N/N=C\C(Br)=C\c2ccccc2)cc1	-2	7	0	14	-4	-8	27*	-2	0
C/C(=N\NC(=O)c1c([N+](=O)[O-])c(C)nn1C)c1ccc(NC(=O)c2ccc(C)o2)cc1	2	4	-2	16	-5	-5	-1	-2	5
COc1ccccc1OCCNC(=O)Nc1ccc(Br)cc1	3	0	3	10	0	0	-5	-6	3
CCC1CCCCN1Cc1ccc(N)cc1 (centres undefined)	-4	2	1	10	2	-4	2	-6	-3
O=C(O)CSc1nc2c(c(=O)[nH]1)CCCC2	0	2	4	-1	2	-6	-2	3	0
COC(=O)Cc1c(C)c2c(O)cc(C)cc2oc1=O	4	7	0	3	3	6	0	-4	1
c1ccc(-c2csc3ncnc(N4CCOCC4)c23)cc1	-5	7	-3	0	0	6	-1	-1	-3

Printed as active in pPAFAH inh, among the entries above:
structure | PAFAH1B2 FP inh | PAFAH1B3 inh | PAFAH2 FP inh | pPAFAH inh | PAD4 inh | PME-1 primary
Cc1ccn2c(=O)nc(SCC(=O)N3CCC(C)CC3)nc2c1 | 1 | 2 | 6 | 26* | 1 | 4
Cc1ccc(NCC(=O)N/N=C\C(Br)=C\c2ccccc2)cc1 | 7 | 14 | -8 | 27* | -2 | 0

As a working copy, four of the compounds above.
SMILES	GSTO1 inh	PAFAH1B2 FP inh	Fam108B inh	PAFAH1B3 inh	LYPLA1 inh	PAFAH2 FP inh	pPAFAH inh	PAD4 inh	PME-1 primary
Cc1ccc(S(=O)(=O)N2CCCN(C)CC2)cc1	2	2	-2	-2	-4	-4	1	-3	-3
CCn1cc(CNCc2c(C(=O)N3CCCCC3)nc3c(C)cccn23)cn1	3	4	0	11	1	1	-2	1	-1
Cc1ccn2c(=O)nc(SCC(=O)N3CCC(C)CC3)nc2c1	8	1	-2	2	0	6	26*	1	4
COc1ccc(Br)c(C(=O)Nc2cccc(Cl)c2Cl)c1	-4	2	-4	-1	-3	-5	3	-2	-1

One compound at a time, as listed above.
Cc1ccn2c(=O)nc(SCC(=O)N3CCC(C)CC3)nc2c1 across the screens: GSTO1 inh: 8; PAFAH1B2 FP inh: 1; Fam108B inh: -2; PAFAH1B3 inh: 2; LYPLA1 inh: 0; PAFAH2 FP inh: 6; pPAFAH inh: 26*; PAD4 inh: 1; PME-1 primary: 4
CCn1cc(CNCc2c(C(=O)N3CCCCC3)nc3c(C)cccn23)cn1 across the screens: GSTO1 inh: 3; PAFAH1B2 FP inh: 4; Fam108B inh: 0; PAFAH1B3 inh: 11; LYPLA1 inh: 1; PAFAH2 FP inh: 1; pPAFAH inh: -2; PAD4 inh: 1; PME-1 primary: -1

New compounds follow:
SMILES	GSTO1 inh	PAFAH1B2 FP inh	Fam108B inh	PAFAH1B3 inh	LYPLA1 inh	PAFAH2 FP inh	pPAFAH inh	PAD4 inh	PME-1 primary
COc1cc(O)oc1C=Nc1ccccc1	7	-1	3	3	-1	0	1	-1	-7
CCO[C@@H]1OC(C(N)=O)=C[C@H](c2cn(C(C)=O)c3ccccc23)[C@H]1CCCO	3	-1	1	-6	-4	5	5	-3	3
CCN(C[C@H]1N[C@@](C)(C(=O)OC)[C@H]2C(=O)N(C)C(=O)[C@@H]12)S(=O)(=O)c1ccc(OC(F)(F)F)cc1	nt	6	nt	8	nt	4	3	4	nt
CCOC(=O)c1c(C)nn(Cc2cccc(Cl)c2)c1N	2	-7	-3	-8	-3	-11	4	0	0
CCCCC#Cc1ccc2c(c1)COc1c3ccccc3nn1-2	-4	1	-2	6	-3	-10	0	1	-6
Cc1ccc(C)c(S(=O)(=O)N2CCCC2CNC(=O)C(=O)NCc2ccco2)c1 (centres undefined)	-1	-1	2	4	1	2	3	0	2
Cc1ccc(-n2c(C)n[nH]c2=S)cc1	-2	1	4	8	-2	-8	2	1	-3
O=C(O)c1ccc(OC2CSC2)cc1	-5	8	3	7	2	7	7	-4	6
Cc1ccc(NC(=O)CSCC(=O)N(C)Cc2ccc(Cl)c(Cl)c2)cc1	nt	16	nt	4	-1	1	7	5	5
CC(=O)NNC(=O)c1sc(=S)n2c1[nH]c(=O)c1sccc12	8	6	10	17	-5	20	33*	1	-2
Cc1cc(-c2nnc(SCC(=O)Nc3ccc(Cl)cn3)n2N)n[nH]1	0	0	-2	-2	0	4	2	-3	4
O=C(OCc1cccc(F)c1)c1ccc2c(c1)-c1ccccc1C2=O	-1	-1	0	3	-3	-3	5	-4	-2
Cc1ccc(C(=O)C2CCN(CC(=O)NC3CCCCC3)CC2)cc1	-4	1	1	0	-2	-3	0	-6	0

The list is partial, so the mix of outcomes need not match the whole.
